Screening results: PubChem, Broad Institute
INS-1E GSIS act: primary screen for activators of insulin secretion dependent on glucose, INS-1E cells, GLuc reporter luminescence. INS-1E GLuc reporter insulin secretion, 2-3 h. activation, % at 16.6 µM. actives 0.61% (n = 370,000);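 active means lowest replicate activation of at least 40%, so every replicate reaches that level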;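 further: 0% = median of neutral control wells and 100% = median of IBMX positive control wells; some compounds called inactive have numbers as strong as hits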
XiGFP reactiv: reactivates the inactive X chromosome in mouse fibroblasts; XiGFP mouse fibroblasts, % GFP-positive cells imaging, 3 d; cells co-treated with 5-aza-dC sensitizer; scaled so ellipticine positive control = 100%; activation, % at 7.58 µM; actives 0.055% (n = 360,000);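 active means mean normalized replicate activation at least 10% and every replicate at or above 10%; inconclusive means only one of the two criteria met; inactive means mean below 10% and not all replicates reach 10%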;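 further: 0% = median of on-plate neutral control wells and 100% = ellipticine 6 µM median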
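System: 68-5-11 XiGFP fibroblast line; Timing: 3 days compound exposure; Compound dosing: one concentration, pinned; Benchmarks: positive control ellipticine, 6 µM final; Buffer or medium: DMEM containing 5-aza-dC.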
ARNT-TACC3 inh: disruptors of human ARNT/TACC3 interaction | actives 0.66% (n = 390,000) | AlphaScreen His-ARNT PAS-B/GST-TACC3 binding, luminescence; TACC3 fragment carries E629A point mutation | inhibition, % at 9.99 µM;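 active means mean inhibition of replicates at least 50% and at least half of replicates each reaching 50%; inconclusive means half or more replicates reach 50% but mean below 50%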;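 further: 0% = complete ARNT plus TACC3 wells and 100% = ARNT alone without TACC3; many hits fall short of the cut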
EWS-Fli block: EWS/Fli transcriptional activity inhibition; A673 NR0B1-luciferase reporter, viability-normalised; inhibition, % at 12.6 µM; actives 0.67% (n = 350,000); AID 651661;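 active means mean inhibition of at least 50% after viability correction, with every replicate also passing that limit; inconclusive means mean reaches 50% but only one of two replicates passes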;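 further: firefly luciferase signal divided by Alamar Blue viability fluorescence both relative to DMSO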
CFTR F508del cor: CFTR F508del correction in bronchial cells; CFBE cells, YFP halide quenching; stimulated with forskolin plus potentiator P3; % fluorescence drop versus neutral controls; activity (quench increase), % at 7.58 µM; actives 0.36% (n = 350,000); AID 720511;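 active means mean added fluorescence quench of at least 8% versus neutral control, with both replicates also reaching 8%; inconclusive means only one of the mean or replicate conditions met; inactive means mean below 8% and not both replicates reaching 8%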;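 further: cells transiently co-express mutant CFTR-F508del with the halide-sensitive YFP; corrector assay measuring rescue of mutant channel to the surface after 24 h compound exposure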
DENV2 CPE: inhibitors of DENV2 cytopathic effect. CPE inhibition, % at 9.99 µM. actives 1.7% (n = 350,000). DENV2-infected cells, cytopathic effect rescue, plate reader; in the data active means CPE inhibition above about 20%, passing the limit was not always enough; inconclusive means no clear call, values can overlap the other calls; tested in BHK-21 cells;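 further: 0% = median of neutral control wells and 100% = median of positive control wells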
PAX8 inh HTS: lowers PAX8-driven luciferase in RMG-I cells. actives 1.2% (n = 360,000). AID 652154. RMG-I TPO-luciferase reporter, SteadyGlo, 24 h. inhibition, % at 12.6 µM;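 active means mean replicate inhibition at least 60% with every replicate also reaching 60%; inconclusive means only one of the two criteria is met; inactive means mean below 60% and not all replicates reaching 60%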;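 further: luciferase light reporting Pax8 driven TPO promoter activity; plate controls were median of neutral control wells for no effect and mitoxantrone controls for full effect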
ERp5 inh: blocks human ERp5 reductase activity on insulin | ERp5 insulin aggregation, absorbance 650 nm, 90 min | actives 0.05% (n = 350,000) | inhibition, % at 9.99 µM;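 active means mean replicate inhibition above about 25%, with every replicate also reaching it, limit read from the data, passing the limit was not always enough; inconclusive means only one of those two criteria met; inactive means neither criterion met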
Target sequence (Q15084 whole entry, looked up): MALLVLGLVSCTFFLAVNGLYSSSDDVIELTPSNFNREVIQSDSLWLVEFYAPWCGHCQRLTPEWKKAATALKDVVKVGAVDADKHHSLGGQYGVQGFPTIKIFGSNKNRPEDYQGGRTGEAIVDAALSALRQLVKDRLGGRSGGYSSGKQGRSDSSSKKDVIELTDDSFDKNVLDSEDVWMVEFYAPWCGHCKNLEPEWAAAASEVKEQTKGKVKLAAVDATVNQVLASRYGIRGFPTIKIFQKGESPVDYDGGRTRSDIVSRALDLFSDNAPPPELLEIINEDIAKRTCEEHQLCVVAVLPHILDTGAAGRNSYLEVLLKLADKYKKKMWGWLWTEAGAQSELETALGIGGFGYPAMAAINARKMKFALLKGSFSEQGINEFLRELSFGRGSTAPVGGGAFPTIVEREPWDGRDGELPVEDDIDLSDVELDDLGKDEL
Active calls of the source: *; ? = inconclusive; / = not tested or not shown; & = joins results of further samples.

SMILES	INS-1E GSIS act	XiGFP reactiv	ARNT-TACC3 inh	EWS-Fli block	CFTR F508del cor	DENV2 CPE	PAX8 inh HTS	ERp5 inh
COc1ccc(C(=O)NC(C)c2cccnc2)cc1S(=O)(=O)N(C)Cc1ccccc1 (stereo not drawn)	-2	-0.1	4	4	-2.3	-3	10	/
COc1ccc(NC(=S)Nc2cc(C(F)(F)F)ccc2F)cc1	4	0.0	-2	-47	-1.7	3	6	2
Cc1ccc(S(=O)(=O)Nc2cccc3c2O[C@H](CN(C)Cc2ccc4c(c2)OCO4)[C@@H](C)CN([C@H](C)CO)C3=O)cc1	-4	-0.4	-9	5	0.0	5	7	-5
O=C(CSCc1ccc(F)cc1)NCc1ccc(F)cc1	-8	0.3	-5	-4	-1.0	-2	-8	-9
O=C(Nc1ccccc1F)N1CCCCN2[C@H](C1)[C@H](c1ccc(C#Cc3ccccc3)cc1)[C@@H]2CO	3	-0.1	1	/	-2.7	-3	30	-1
C[C@@H]1CN([C@@H](C)CO)C(=O)Cc2cc(NC(=O)c3ccncc3)ccc2O[C@H]1CN(C)C(=O)Nc1ccc(C(F)(F)F)cc1	14	0.6	5	-4	4.9	2	14	0
Oc1c(Br)cc(Br)cc1C=Nc1ccc2c(c1)OCO2	-1	0.0	3	/	/	-4	-22	1
COc1ccc(NC(C)=O)cc1S(=O)(=O)N1CCN(Cc2cccs2)CC1	-3	-0.1	31	1	2.4	-1	-2	-4
O=C(NCc1ccco1)C(=S)N1CCCCC1	5	0.3	-4	0	0.6	-6	-3	-1
COc1cccc(CNS(=O)(=O)c2ccc3c(c2)CC(C)N3C(C)=O)c1 (stereo not drawn)	6	0.3	0	-1	-2.7	-2	2	-8
CC(=O)Nc1cc(=O)c2cccnc2[nH]1	10	0.0	3	12	4.8	2	6	-1
CCCNC(=O)N(C)C[C@H]1Oc2cc(-c3cccnc3)ccc2S(=O)(=O)N([C@@H](C)CO)C[C@@H]1C	19	0.1	-1	-2	-1.5	-10	/	1
CC(C)[C@H](NC(=O)c1ccccc1F)C(=O)Nc1nc2c(s1)CCCC2	-13	0.1	8	-9	-2.8	6	-11	0
O=C(c1cnccn1)N1CC(=O)N2[C@@H](CO)[C@H](c3ccc(C#CC4CCCCC4)cc3)[C@@H]2C1	-13	0.2	/	8	-1.3	-3	-1	-3
O=C(Nc1nccs1)[C@@H]1[C@@H](CO)[C@@H]2Cn3c(cccc3=O)[C@H]1N2C(=O)C1CC1	14	0.0	5	5	1.5	5	/	-1
COc1cc(/C=N/O)cc(Br)c1OCc1ccc(Cl)cc1	2	/	3	/	/	/	-16	5
CO[C@@H]1CN(C)C(=O)c2ccc(NC(=O)C3CCC3)cc2OC[C@H](C)N(CC2CCCCC2)C[C@@H]1C	-3	-0.3	1	-11	0.2	-8	-4	-1
COc1ccc(Cl)cc1NS(=O)(=O)c1cn(C)nc1C	12	0.1	-25	8	-4.7	3	4	-4
CC(C)Oc1ccc(CN2CCC(n3nccc3NC(=O)C3CC3)CC2)cc1	-1	0.2	-2	-3	-0.1	-10	/	-12
COc1cccc(NC(=O)Cc2nnc(SCC(=O)NC3CCCCC3)n2C)c1	20	0.3	-6	-1	-1.7	1	16	-5
O=C(Nc1ccncc1)c1cccc(S(=O)(=O)N2CCOCC2)c1	6	0.2	4	5	-0.2	-6	4	-3
CCn1c(/C=C/c2ccccc2C)nc2ccccc2c1=O	-17	0.0	12	-19	0.8	6	-46	-6
COc1ccccc1N(CC(=O)NCCSCc1ccco1)S(=O)(=O)c1ccccc1	-3	0.0	-1	12	-2.6	0	31	4
COc1ccc(N2CCOCC2)c(NC(=O)COc2cccc(C)c2)c1	18	0.1	-2	/	-1.8	5	9	-1
CCC1CCCCN1CCCNC(=O)CN1C(=O)COc2ccccc21 (stereo not drawn)	7	0.0	-5	-3	0.5	?	-5	-2
NS(=O)(=O)c1cccc(NC(=O)CN2C(=O)C(=O)N(Cc3ccccc3)C2=O)c1	52	-0.1	12	-5	3.4	5	11	3
CC(C)C(NS(=O)(=O)c1ccc2c3c(cccc13)C(=O)N2)C(=O)O (stereo not drawn)	3	0.4	/	39	4.8	4	-20	2
COC(=O)CCCC1=CC2=C(c3ccccc3)C(=O)C(C)(OC(=O)C3CCCC3)C(=O)C2=CN1CC(C)C (stereo not drawn)	-1	-0.1	-18	1	-3.8	-13	-8	3
O=C(COC(=O)c1ccccc1O)Nc1ncc(Cl)cc1Cl	0	-0.1	-1	3	-0.4	3	-11	0
COc1ccc(F)cc1COc1nc(C)nc2ccccc12	8	-0.1	-2	-2	-4.6	6	2	-4
COc1ccc(Oc2ccc(/C=C/C(=O)c3cccc(OC)c3)cc2[N+](=O)[O-])cc1	-4	0.1	-18	49	1.8	13	108*	-1
Cc1ccc(OCCCC(=O)N(C)CC(=O)Nc2c(C)cccc2C)cc1	-10	0.3	/	-1	-1.5	2	8	-4
COc1cccc(C(C)NC(=S)NCc2ccc(Cl)cc2)c1 (stereo not drawn)	-13	0.3	1	-14	-0.3	/	16	2
CCNc1c(NS(=O)(=O)c2ccc(Br)s2)c(=O)oc2ccccc12	23	0.0	0	-7	-1.9	7	10	-2
C[C@H](CO)N1C[C@H](C)[C@H](CN(C)S(=O)(=O)c2ccc(-n3cccn3)cc2)OCc2cn(nn2)CCCC1=O	1	0.2	/	0	-1.5	-5	2	2
Cc1occc(=O)c1OCc1ccc(Cl)cc1Cl	-13	0.0	-3	-22	2.8	?	-2	0
O=C(Nc1ccccc1)c1ccc(NCC2CCCO2)c([N+](=O)[O-])c1 (stereo not drawn)	35	0.0	-2	/	/	/	-29	/
COc1cc(/C=C/C(=O)OC2CC3CCC2(C)C3(C)C)ccc1O (stereo not drawn)	/	/	6	11	-0.2	-2	/	3
N/C(=N\O)c1cn(Cc2ccccc2Cl)c2ccccc12	0	0.0	3	8	-2.0	?	6	-1
CCS(=O)(=O)Nc1ccc2c(c1)C(=O)N(C)C[C@H](OC)[C@H](C)CN(Cc1nccs1)[C@@H](C)CO2	-4	0.0	-4	-7	0.6	2	/	-7
CC1CCCC(C)N1C(=O)c1cc(-c2ccco2)on1 (stereo not drawn)	-5	0.0	-12	-42	-0.4	-1	-4	-1
COC(=O)C(C)n1cnc2c(nnn2-c2ccc(F)cc2)c1=O (stereo not drawn)	-6	0.0	-4	-1	-2.5	4	0	-7
Cc1ccccc1NC(=O)C1CC(=O)n2ncnc2N1 (stereo not drawn)	31	0.1	-10	-4	0.8	0	25	-13
CC(=O)OCC(O)C1(O)CCC2C3CCC4=CC(=O)CCC4(C)C3C(O)CC21C (stereo not drawn)	/	/	/	4	2.4	22*	/	1
O=C(c1nnc(-c2ccccc2)o1)C1CC1	0	0.1	-6	-26	0.7	?	-16	-2

Compounds shown so far containing a CF3 group (two):
SMILES	INS-1E GSIS act	XiGFP reactiv	ARNT-TACC3 inh	EWS-Fli block	CFTR F508del cor	DENV2 CPE	PAX8 inh HTS	ERp5 inh
COc1ccc(NC(=S)Nc2cc(C(F)(F)F)ccc2F)cc1	4	0.0	-2	-47	-1.7	3	6	2
C[C@@H]1CN([C@@H](C)CO)C(=O)Cc2cc(NC(=O)c3ccncc3)ccc2O[C@H]1CN(C)C(=O)Nc1ccc(C(F)(F)F)cc1	14	0.6	5	-4	4.9	2	14	0

Following part.
SMILES	INS-1E GSIS act	XiGFP reactiv	ARNT-TACC3 inh	EWS-Fli block	CFTR F508del cor	DENV2 CPE	PAX8 inh HTS	ERp5 inh
O=C(O)c1cc(NC(=O)c2cccc(N3C(=O)c4ccccc4C3=O)c2)cc(C(=O)O)c1	7	-0.2	18	/	0.6	-2	5	-4
CN(C)c1ccc(NC(=O)CSc2nnc(-c3ccco3)c(-c3ccco3)n2)cc1	6	0.0	-3	0	-0.4	8	17	4
O=C(CCc1ccc(S(=O)(=O)N2CCOCC2)cc1)N1CCc2ccccc2C1	7	0.3	-6	-7	5.4	0	6	2
Cc1cc(C)n(S(=O)(=O)c2ccc3oc(=O)ccc3c2)n1	24	0.0	/	5	-2.3	-6	-3	1
CCCCC[C@@H](C)N1C[C@H](COCc2ccccc2)Oc2cc(N3CC[C@H](N(C)C)C3)ccc2S1(=O)=O	-11	0.2	/	?	-0.2	8	?	3
CCC(C)Sc1ccc(-c2nc3cnccn3c2NC2CCCCC2)cc1 (stereo not drawn)	-36&-31	0.0&-0.1	/	-16&-12	2.4&3.3	?	12&-4	5&2
CC(=O)c1cccc(S(=O)(=O)NC(C)C2CC3CCC2C3)c1 (stereo not drawn)	-6	0.0	-4	30	-1.6	4	8	0
C=CCNC(=O)COC(=O)c1ccc(C)c(NC(=O)c2ccco2)c1	-4	-0.7	-5	-1	0.6	3	2	-1
O=C(Nc1ccc(F)cc1)N1CC(=O)N2[C@@H](CO)[C@H](c3ccc(C#Cc4ccc(F)cc4)cc3)[C@@H]2C1	-8	0.0	/	-95	-0.1	5	28	0
O=C(Cc1ccccc1)N/N=C/c1cc(Br)cs1	-14	0.1	-1	-40	0.4	-2	-52	1
C[C@@H]1CN([C@H](C)CO)C(=O)c2cc(NC(=O)Cn3cnnn3)ccc2O[C@H]1CN(C)C	-2	-0.1	-6	6	-1.1	5	-7	4
CCn1c(SCCN2CCCCC2)nc2c1c(=O)n(C)c(=O)n2C	4	0.1	-1	7	0.7	-2	0	4
COc1ccc(NC(=O)Nc2ccc3c(c2)C(=O)N([C@@H](C)CO)C[C@H](C)[C@H](CN(C)C(=O)Nc2ccc(OC)cc2)OCCCC[C@H](C)O3)cc1	-31	0.1	4	-5	1.4	-5	-3	-1
Cc1sc(NC(=O)c2ccco2)nc1-c1ccc2c(c1)CC(C)N2C(=O)C1CC1 (stereo not drawn)	11	/	7	-16	7.5	-12	/	4
COCC(C)N1C(=O)Cc2c1nc(N)c1c(N)nc(N3CCN(c4ccccc4F)CC3)c(C#N)c21 (stereo not drawn)	-8	0.0	-10	22	/	-3	-3	5
O=C(C1CC(=O)N(C2CCCC2)C1)N1CCN(c2cccc(Cl)c2)CC1 (stereo not drawn)	-8	0.2	2	8	0.0	-5	17	2
C[C@H](CO)N1C[C@H](C)[C@@H](CN(C)C(=O)Nc2ccc(C(F)(F)F)cc2)Oc2c(NC(=O)C3CCOCC3)cccc2C1=O	31	-1.1	/	1	-0.1	?	8	2
O=C(c1cccc(S(=O)(=O)NCc2ccccc2)c1)N1CCN(c2ccc(F)cc2)CC1	-18	0.0	1	13	-1.8	-3	16	5
COc1ccc(S(=O)(=O)N2CCCC2CNC(=O)C(=O)NCc2ccco2)cc1 (stereo not drawn)	-4	0.4	-4	1	0.4	-7	16	1
CO[C@@H]1CN(C)C(=O)c2cc(NS(=O)(=O)c3ccccc3)ccc2OC[C@@H](C)N(Cc2nccs2)C[C@@H]1C	-14	-0.2	0	11	-3.2	-6	19	1
CC(C)(C)NC(=O)C(=O)NCCC1=CCCCC1	2	0.2	2	/	/	/	-34	/
COC(=O)C[C@@H]1CC[C@@H]2[C@H](COC[C@H](O)CN2C(=O)Nc2ccccc2OC)O1	12	0.0	9	4	-4.0	-4	-1	-3
Nc1cc(Nc2ccccc2)ccn1	6	-0.1	-4	3	1.2	?	5	-4
O=C(C[C@@H]1C=C[C@@H](NC(=O)c2ccc(F)cc2)[C@H](CO)O1)NCCc1ccccc1	6	-0.1	-35	0	2.5	-9	0	4
